Assay outcomes (PubChem)
PTK2B oligo ant = antagonists of Pyk2 self-association, primary screen, Q293 cells, FERM NanoBiT luminescence, HTS; Protein-tyrosine kinase 2-beta (Homo sapiens), Q14289; active compounds read low; z-score (the deposit names both 25 µM and 10 µM); actives 0.83% (n = 99,000);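 active = Z-score of -3 or lower, scaled per plate to the spread of control and sample wells; inactive = z-score above -3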;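 also: negative z-score means lost luminescence so less FERM oligomerization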
CYP2C9 activ = human CYP2C9 activators, primary screen, biochemical, luminescence; Cytochrome P450 2C9 (Homo sapiens), P11712; recombinant CYP2C9, luciferin-H conversion; active compounds read high; factor 1 = untreated enzyme, 0 = blocked; activation factor at 5 µM; actives 1.4% (n = 96,000); AID 1024, 2008;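 active = activation factor of 2 or more for CYP2C9 at a 5 µM dose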;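 also: 0 = sulfaphenazole-blocked wells and 1 = vehicle-only wells; values of inactives mirror those of a sister screen read the other way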
Target sequence (P11712 whole entry, looked up): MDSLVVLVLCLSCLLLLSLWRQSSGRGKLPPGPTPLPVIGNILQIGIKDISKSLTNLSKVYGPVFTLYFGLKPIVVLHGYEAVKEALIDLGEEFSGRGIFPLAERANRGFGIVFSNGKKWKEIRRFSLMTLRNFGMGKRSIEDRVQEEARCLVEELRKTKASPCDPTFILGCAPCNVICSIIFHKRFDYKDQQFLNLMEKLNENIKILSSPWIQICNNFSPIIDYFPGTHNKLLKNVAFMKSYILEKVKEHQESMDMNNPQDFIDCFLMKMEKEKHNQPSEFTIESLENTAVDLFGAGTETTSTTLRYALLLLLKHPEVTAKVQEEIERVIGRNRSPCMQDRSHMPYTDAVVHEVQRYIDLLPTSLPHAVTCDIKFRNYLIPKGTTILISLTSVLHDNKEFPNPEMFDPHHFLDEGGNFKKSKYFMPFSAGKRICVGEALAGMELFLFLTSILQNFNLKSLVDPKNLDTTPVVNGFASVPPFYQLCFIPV
PostGolgi ctrl = growth inhibition of yeast control strain, primary screen, counter-screen for post-Golgi transport modulator project. efflux-deficient yeast background strain, growth absorbance A615, 16 h. inhibition, % at 10 µM. actives 5% (n = 98,000). AID 738, 2007
PTPN22 inh 2 = PTPN22 phosphatase inhibitors, primary screen, biochemical, DiFMUP fluorescence, 2 µM | AID 640, 2007 | recombinant LYP catalytic domain | actives 0.21% (n = 96,000) | inhibition, % at 2 µM;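 active = inhibition at 2 µM at or above a set limit, the screen mean plus 3 SD, cut at about 24% in these data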;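 also: 0% = DMSO with enzyme and 100% = enzyme fully blocked by orthovanadate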
CYP2C9 inh = blockers of cytochrome P450 2C9 activity – biochemical, luminescence, ADME assay, primary screen | inhibition, % at 5 µM | P11712 | CYP2C9 Supersomes, luciferin-H conversion | actives 20% (n = 96,000);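 active = blocking of liver enzyme CYP2C9 beyond about 50% at 5 µM, limit read from the data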; also: values of inactives mirror those of a sister screen read the other way
PostGolgi yeast = phenotypic screen on post-Golgi transport, primary screen | post-Golgi transport phenotypic cell assay | inhibition, % at 10 µM | actives 0.9% (n = 98,000);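 also: yeast cells grown in 1536-well plates; yeast grown about 18 h at 30C before absorbance read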
PTPN22 act = LYP phosphatase activators, primary screen, biochemical, DiFMUP fluorescence, 2 µM; actives 0.11% (n = 96,000); Tyrosine-protein phosphatase non-receptor type 22 (Homo sapiens), Q9Y2R2; activation, % at 2 µM; recombinant LYP; 0 = plate median, 100 = signal doubled;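 active = activation at 2 µM above a set limit, the mean plus 5 SD, cut at about 37% in these data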
hDAT+cocaine = changed hDAT dopamine uptake under cocaine IC80, either direction, primary screen, cocaine antagonist project, cell-based, LLC-PK1 hDAT, [14C]-dopamine uptake, MLSMR; B-score at 10 µM; Sodium-dependent dopamine transporter (Homo sapiens), Q01959; actives 1.3% (n = 110,000); LLC-PK1 hDAT cells, [14C]-dopamine uptake with cocaine IC80; actives deviate in either direction;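 active = Z score or B-score, a plate-position-corrected score, falls beyond the plate's 99.7% confidence bounds, in either direction; inactive = both scores lie inside the 99.7% bounds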;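 also: scored against the spread of the other compound wells on the same plate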
Target sequence (Q01959 whole entry, looked up): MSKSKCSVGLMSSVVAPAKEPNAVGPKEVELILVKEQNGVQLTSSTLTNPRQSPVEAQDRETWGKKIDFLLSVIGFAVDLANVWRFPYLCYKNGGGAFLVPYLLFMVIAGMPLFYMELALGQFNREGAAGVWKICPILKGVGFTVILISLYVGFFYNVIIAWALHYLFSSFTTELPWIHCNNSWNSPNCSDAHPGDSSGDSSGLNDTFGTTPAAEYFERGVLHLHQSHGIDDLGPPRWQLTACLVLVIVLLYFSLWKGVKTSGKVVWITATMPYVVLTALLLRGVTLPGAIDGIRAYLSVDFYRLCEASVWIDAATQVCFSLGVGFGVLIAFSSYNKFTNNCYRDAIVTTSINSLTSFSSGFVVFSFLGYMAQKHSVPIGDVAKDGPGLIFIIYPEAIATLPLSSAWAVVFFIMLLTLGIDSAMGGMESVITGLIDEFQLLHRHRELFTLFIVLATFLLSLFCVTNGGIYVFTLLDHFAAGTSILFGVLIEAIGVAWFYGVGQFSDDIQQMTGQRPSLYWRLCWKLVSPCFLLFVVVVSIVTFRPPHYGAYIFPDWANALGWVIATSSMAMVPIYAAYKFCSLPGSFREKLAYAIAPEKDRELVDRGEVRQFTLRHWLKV
E coli WT exp = growth inhibitors of wild-type E. coli, primary screen, strain BW25113, expanded library, OD600; growth inhibition, % at 100 µM; OD600 absorbance; actives 0.15% (n = 98,000);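 active = growth inhibition above about 50% at one test dose, limit read from the data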;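 also: growth measured after 20 h incubation at 37 °C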
* = called active by the depositor; x = not tested or not shown. Rule as the data show it, unless noted: active = inhibition above about 30%; inactive = the rest.

SMILES	PTK2B oligo ant	CYP2C9 activ	PostGolgi ctrl	PTPN22 inh 2	CYP2C9 inh	PostGolgi yeast	PTPN22 act	hDAT+cocaine	E coli WT exp
CCOc1ccc2[nH]c(C)c(CN(C)C)c(=O)c2c1	0.14	1	2	x	3	-6	x	-0.56	5
CCOC(=O)c1ccc(NC(=O)C2C3C=CC(C3)C2C(=O)O)cc1 (centres undefined)	-0.09	1	1	-19	0	-3	19	-0.015	6
CC(C)n1cc(/C=C2/NC(=O)N(c3cccc(Cl)c3)C2=O)c2ccccc21	-0.44	x	x	14	x	x	-9	-0.91	x
CN(C(=O)c1ccccc1Cl)c1ccccc1	0.92	x	0	0	x	-5	0	-0.7	-12
Cc1nn(Cc2ccccc2)c2c1C(c1ccccc1)C(C#N)=C(N)O2 (centres undefined)	-3.3*	x	x	2	x	x	-7	0.44	x
O=C(COC(=O)CCC(=O)c1ccc(F)cc1)Nc1ccc(N2CCOCC2)cc1	-0.11	0.9	5	-9	7	6	8	-1.3	-1
CC1=C(C(=O)OC(C)C)C(c2ccccn2)n2ncnc2N1 (centres undefined)	x	1	33*	-1	5	-1	-1	-0.29	-3
COC(=O)c1ccc(N2CCN(c3ccccc3)CC2)c(NC(=O)C2CC2)c1	0.09	0.6	3	1	41	8	2	-0.33	-11
Cc1ccc(-c2cnc(NC(=O)CCC(=O)N3CCCCC3)n2C)cc1	0.73	1.3	4	4	-25	1	-7	0.54	7
O=C(c1ccc(CSCc2ccccc2F)o1)N1CCN(c2ccc(N3CCOCC3)nn2)CC1	x	0.5	6	x	50*	0	x	3.4*	-5
CCCn1c(=N)n(CC(=O)c2cccs2)c2ccccc21	1.2	1	4	x	5	-5	x	0.65	9
COc1cccc(CN2CCN(C(=O)c3cccc4ccccc34)CC2)c1OC	0.68	1.2	5	-6	-20	8	4	0.25	-1
O=C(C1CC1)N1CCc2cc(S(=O)(=O)N3CCOCC3)ccc21	1.3	1.1	3	4	-10	-4	-6	-0.18	-7
Cc1ccc(S(=O)(=O)N2CCC(C(=O)Nc3ccc4c(c3)COC4=O)CC2)cc1	-0.89	1.4	4	0	-37	-5	0	-1.6	2
CCN(CC)CC(O)COCCC12CC3CC(CC(C3)C1)C2 (centres undefined)	0.13	1.1	4	5	-12	-6	-3	-0.58	0
CC1=C(C(=O)OC2CCCCCC2)C(c2ccc(C)o2)C2=C(CCCC2=O)N1 (centres undefined)	-1.2	x	15	x	x	0	x	x	-7
Cc1cc(C(=O)CSc2nnc(-c3cccnc3)n2-c2ccccc2F)c(C)n1C	0.88	x	0	-21	x	-2	20	0.86	6
CN(C(=O)c1ccno1)c1nnc(-c2cccnc2)s1	1	1	23	11	-4	-7	-14	0.0046	0
COc1ccccc1Cn1c(=O)c2ccccc2n2c(SCc3csc(C)n3)nnc12	-0.66	0.6	15	x	44	-14	x	0.47	1
Cc1nc2sc(C(c3ccco3)N3CCN(c4cccc(Cl)c4)CC3)c(O)n2n1 (centres undefined)	0.21	x	x	5	x	x	-6	0.03	x
CCN1CCCC1CNC(=O)C1c2ccccc2C(=O)N(CCOC)C1c1ccc(F)cc1 (centres undefined)	0.72	1	5	-5	-1	4	5	-0.84	8
Cc1nn2c(-c3ccc(Cl)cc3Cl)nnc2s1	-0.18	0.9	34*	-2	13	-21	2	0.032	0
COc1cccc(CNCCSc2nnnn2C)c1OC	0.16	1	16	4	-3	3	-4	-0.64	-1
COc1ccc(-c2cc3nc(C)cc(C)n3n2)cc1	0.09	1.1	8	-2	-6	-15	3	1.1	-3
O=C1CSC(c2cccc(F)c2)N1c1ccccc1F (centres undefined)	-0.06	1	8	-9	3	29	10	-1.5	5

Seven successive records out of the list so far:
SMILES	PTK2B oligo ant	CYP2C9 activ	PostGolgi ctrl	PTPN22 inh 2	CYP2C9 inh	PostGolgi yeast	PTPN22 act	hDAT+cocaine	E coli WT exp
CCOc1ccc2[nH]c(C)c(CN(C)C)c(=O)c2c1	0.14	1	2	x	3	-6	x	-0.56	5
CCOC(=O)c1ccc(NC(=O)C2C3C=CC(C3)C2C(=O)O)cc1 (centres undefined)	-0.09	1	1	-19	0	-3	19	-0.015	6
CC(C)n1cc(/C=C2/NC(=O)N(c3cccc(Cl)c3)C2=O)c2ccccc21	-0.44	x	x	14	x	x	-9	-0.91	x
CN(C(=O)c1ccccc1Cl)c1ccccc1	0.92	x	0	0	x	-5	0	-0.7	-12
Cc1nn(Cc2ccccc2)c2c1C(c1ccccc1)C(C#N)=C(N)O2 (centres undefined)	-3.3*	x	x	2	x	x	-7	0.44	x
O=C(COC(=O)CCC(=O)c1ccc(F)cc1)Nc1ccc(N2CCOCC2)cc1	-0.11	0.9	5	-9	7	6	8	-1.3	-1
CC1=C(C(=O)OC(C)C)C(c2ccccn2)n2ncnc2N1 (centres undefined)	x	1	33*	-1	5	-1	-1	-0.29	-3

Next part
SMILES	PTK2B oligo ant	CYP2C9 activ	PostGolgi ctrl	PTPN22 inh 2	CYP2C9 inh	PostGolgi yeast	PTPN22 act	hDAT+cocaine	E coli WT exp
Cc1ccc2cc(C3C(C#N)=C(N)Oc4c3ccc3cccnc43)c(=O)[nH]c2c1 (centres undefined)	-0.08	0.7	19	2	29	-12	2	1.1	-10
CC(C)NC(=O)c1cc2c(C(F)(F)F)nn(C)c2s1	-0.06	1.1	-6	-1	-9	-1	4	1.5	-7
COc1ccc(COC(=O)c2n[nH]c3ccccc23)cc1F	-0.99	0.5	38*	-4	54*	2	9	0.036	-1
COc1cccc(-n2c(Cc3cc(=O)[nH]c(=O)[nH]3)nnc2SCC(=O)NC2CCCCC2)c1	x	1.1	17	-1	-14	-5	-1	1.1	5
CC1CCN(Cc2nc(-c3ccccc3)no2)CC1	0.07	x	11	-13	x	-3	12	-0.21	7
Cc1ccnc(SCCn2c(N3CCCCC3)nc3c2c(=O)[nH]c(=O)n3C)n1	x	0.8	0	3	16	-1	-5	-0.46	5
Cc1ccc(Cc2cnc(NC(=O)CN3CCOCC3)s2)cc1Cl	-0.82	1.1	5	-5	-11	-9	3	1.1	10
CC#CCCCC(=O)Nc1ccc(C(=O)O)cc1	2.9	1	4	5	4	0	-8	-0.16	-17
COc1ccccc1C(=O)N1CCN(c2ccccn2)CC1	1.1	0.7	12	5	27	2	-6	-1	3
O=C(NCc1ccco1)C1CCCN(S(=O)(=O)c2cccc3nsnc23)C1 (centres undefined)	1.1	1.1	7	x	-8	2	x	-0.69	5
CCCCC(CC)CNC(=O)CCS(=O)(=O)c1cccc2nsnc12 (centres undefined)	-0.03	0.7	3	x	26	5	x	0.078	-8
O=C(/C=C/c1c(Cl)cccc1Cl)n1cccn1	1.4	x	x	6	x	x	-10	-0.036	x
O=C(Nc1ncccc1O)c1cccc(S(=O)(=O)N2CCc3ccccc32)c1	1.1	0.2	34*	6	75*	-5	-10	0.98	-4
Cc1ccc(-c2cc(NC(=O)CSc3n[nH]c(N)n3)n(-c3ccccc3)n2)cc1	-1.4	0.7	2	4	28	0	-1	-0.14	5
CO/N=C(/CS(=O)(=O)c1ccc(C)cc1)c1ccc(OC)cc1	-1.1	0.8	-5	2	17	8	-3	-0.73	8
COc1ccc([C@@H]2Sc3cc(OC)ccc3N(CCN(C(C)C)C(C)C)C(=O)[C@H]2OC(C)=O)cc1	0	x	x	3	x	x	-2	-0.052	x
COc1cccc(NC(=O)c2nnn(CCc3ccccc3)c2N)c1	x	0.1	7	6	92*	-6	-9	-0.34	6
CCN(CC)C(=O)CCc1nc2sc3c(c2c(=O)[nH]1)CCCC3	0.35	0.5	3	16	47	0	-15	-0.24	-10
CC(=O)Nc1ccc(Nc2nc(C)nc3c2oc2ccccc23)cc1	-2	0.9	13	-6	6	-6	3	-0.038	-9
Cc1cc(NC(=O)COC(=O)c2ccc(F)c(S(=O)(=O)N3CCOCC3)c2)no1	-0.23	1	13	x	0	-4	x	0.01	-3
Cc1cc(C)c2[nH]c(=O)c(CN(Cc3nnnn3C3CCCC3)C3CCCCC3)cc2c1	0.7	0.8	1	1	23	6	-2	-0.038	-5
O=C(c1cccs1)N1CCN(C(=O)N2CCOCC2)CC1	1.2	1	11	3	-2	19	-6	-0.039	5
CC(Oc1ccc(Cl)cc1Cl)C(=O)Nc1ccc(S(=O)(=O)Nc2cnc3ccccc3n2)cc1 (centres undefined)	x	0	49*	3	100*	57*	-2	0.094	8
CCn1[nH]c(=O)c(=Nc2c(C)n(C)n(-c3ccccc3)c2=O)cc1-c1ccc(Cl)cc1	-0.85	0.6	-4	1	41	6	0	2.5	-6
CCC(C(=O)Nc1cnccn1)c1ccccc1 (centres undefined)	0.49	0.8	2	-6	18	5	6	0.091	3

Ordered by the number under CYP2C9 activ (highest first): 4 of the compounds above.
Compound,PTK2B oligo ant,CYP2C9 activ,PTPN22 inh 2,CYP2C9 inh,PostGolgi yeast,PTPN22 act,hDAT+cocaine
O=C(NCc1ccco1)C1CCCN(S(=O)(=O)c2cccc3nsnc23)C1 (centres undefined),1.1,1.1,x,-8,2,x,-0.69
Cc1ccnc(SCCn2c(N3CCCCC3)nc3c2c(=O)[nH]c(=O)n3C)n1,x,0.8,3,16,-1,-5,-0.46
CCN(CC)C(=O)CCc1nc2sc3c(c2c(=O)[nH]1)CCCC3,0.35,0.5,16,47,0,-15,-0.24
COc1cccc(NC(=O)c2nnn(CCc3ccccc3)c2N)c1,x,0.1,6,92*,-6,-9,-0.34

Later entries:
SMILES	PTK2B oligo ant	CYP2C9 activ	PostGolgi ctrl	PTPN22 inh 2	CYP2C9 inh	PostGolgi yeast	PTPN22 act	hDAT+cocaine	E coli WT exp
CCOC(=O)NCc1ccc2c(c1)cc(C)n2C	0.35	1	-1	11	2	-14	-13	-0.55	-5
Cc1cc(N2CC(=O)N(CCc3ccccc3)C(=O)C2)n2ncnc2n1	0.77	1	11	-22	2	1	20	-1.7e-05	5
CCOC(=O)C(c1ccccc1)N1CCN(c2ccc(OC)cc2)CC1 (centres undefined)	0.4	0.6	0	x	41	3	x	0.44	0
CCCC(c1nnnn1CCOC)N1CCN(c2cccc(OC)c2)CC1 (centres undefined)	0.39	0.7	10	x	26	5	x	-0.24	0
Cn1c(=O)c2ncn(CC(=O)Nc3cc(C(F)(F)F)ccc3N3CCOCC3)c2n(C)c1=O	-0.78	0.4	0	-5	57*	0	2	-1.7	-9
COc1ccc(C2c3c(-c4ccccc4O)n[nH]c3C(=O)N2CCc2ccc(OC)c(OC)c2)cc1 (centres undefined)	-3.5*	0	7	4	96*	13	-7	0.88	-11
Cc1ccc(NC(=O)c2c(C)nc(Nc3nc4ccccc4o3)nc2C)cc1	0.68	0.8	0	-29	15	2	26	-0.24	-9
Cn1nc(-c2ccc(Cl)cc2)c2cc(C(=O)N3CCN(c4ccccc4)CC3)sc21	x	0.2	7	11	84*	-4	-12	-0.01	-8
COC(=O)c1ccc(Cn2cnc3c(sc4nc(N5CCOCC5)c5c(c43)CCCC5)c2=O)o1	-0.57	0.5	22	x	52*	2	x	0.57	-8
CCOC(=O)N1CCN(c2nc(C)cc(C(F)(F)F)n2)CC1	0.19	0.6	4	x	41	1	x	-0.58	6
CCn1c(SCC(=O)c2ccccc2)nnc1-c1ccoc1C	-0.3	0.5	0	-27	54*	4	24	0.55	6
COc1ccc(-c2noc(CCC(=O)Nc3cc(OC)ccc3OC)n2)cc1	1.9	0.2	13	9	82*	-1	-8	0.83	0
